Assay outcomes deposited in PubChem by several laboratories.
Neddyl block: blocks human cullin neddylation | calls only at 25 µM | P61081+Q13564 | TR-FRET cullin neddylation, biochemical | 0.58% of 360,000 active; in the data active = inhibition above about 36%
Target sequence (P61081 whole entry, looked up): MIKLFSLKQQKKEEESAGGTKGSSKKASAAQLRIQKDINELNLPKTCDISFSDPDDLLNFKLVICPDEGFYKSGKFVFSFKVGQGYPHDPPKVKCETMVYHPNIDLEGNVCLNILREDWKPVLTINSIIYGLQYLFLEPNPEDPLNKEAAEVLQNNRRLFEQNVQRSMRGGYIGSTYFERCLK
Target sequence (Q13564 whole entry, looked up): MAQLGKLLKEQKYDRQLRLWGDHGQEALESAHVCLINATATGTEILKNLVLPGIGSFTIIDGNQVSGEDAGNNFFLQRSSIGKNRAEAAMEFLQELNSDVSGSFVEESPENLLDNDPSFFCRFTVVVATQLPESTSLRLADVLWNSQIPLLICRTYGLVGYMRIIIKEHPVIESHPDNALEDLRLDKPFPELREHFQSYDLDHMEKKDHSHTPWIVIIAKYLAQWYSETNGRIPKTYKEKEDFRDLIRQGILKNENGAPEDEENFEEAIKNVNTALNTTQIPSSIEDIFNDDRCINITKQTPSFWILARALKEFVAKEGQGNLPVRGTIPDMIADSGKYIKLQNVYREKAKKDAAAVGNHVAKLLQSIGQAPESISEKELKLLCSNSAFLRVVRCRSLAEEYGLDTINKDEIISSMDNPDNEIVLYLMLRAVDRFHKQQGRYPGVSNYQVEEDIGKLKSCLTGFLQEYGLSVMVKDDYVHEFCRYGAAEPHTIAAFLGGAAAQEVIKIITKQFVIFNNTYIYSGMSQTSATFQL
SKN-1 block: blocks SKN-1 activity in C. elegans. inhibition, % at 21.8 µM. C. elegans VP596 Pgst-4::GFP/RFP ratio, acrylamide-induced, 24 h. 0.49% of 360,000 active;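 active = interference check ratio from 0.5 to 1.5 plus GFP to RFP signal ratio inhibition reaching or exceeding a fixed threshold, cut at about 30% in these data, passing the limit was not always enough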; note: some compounds called inactive have numbers as strong as hits
FAS TE block: blocks the thioesterase domain of human fatty acid synthase. P49327. 0.67% of 360,000 active. inhibition, % at 15 µM. recombinant FAS-TE, OMFH fluorogenic substrate, fluorescence endpoint;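 active = compounds whose normalised, plate-corrected inhibition of enzyme fluorescence in the single-dose primary screen is 50% or more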;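 note: 0% = DMSO with enzyme and 100% = substrate without enzyme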
Rin1 Abl inh: human Rin1-Abl interaction inhibition | P00519+Q13671 | TR-FRET Rin1/Abl binding, biochemical | inhibition, % at 7.35 µM | 0.4% of 360,000 active | AID 588664; in the data active = inhibition above about 5%, passing the limit was not always enough
PABP1 MLLE inh: blocks PAM2 peptide binding to the PABP1 MLLE domain; P11940; 0.36% of 360,000 active; GST-MLLE / FITC-PAM2 fluorescence polarization; inhibition, % at 20 µM; in the data active = inhibition above about 35%, passing the limit was not always enough;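 note: plate controls were DMSO wells with GST-MLLE for no effect and wells lacking GST-MLLE protein for full effect; some results filed as inactive read as strong as hits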
Rpn11 block: inhibitors of human proteasome Rpn11 | O00487 | human 26S proteasome, Ub4-pepOG fluorescence polarization; 20S core pre-blocked with epoxomicin | calls only at 20 µM | 0.59% of 360,000 active;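 active = inhibition at 20 µM, scaled to each plate's controls, above about 33%, limit read from the data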
Target sequence (O00487 whole entry, looked up): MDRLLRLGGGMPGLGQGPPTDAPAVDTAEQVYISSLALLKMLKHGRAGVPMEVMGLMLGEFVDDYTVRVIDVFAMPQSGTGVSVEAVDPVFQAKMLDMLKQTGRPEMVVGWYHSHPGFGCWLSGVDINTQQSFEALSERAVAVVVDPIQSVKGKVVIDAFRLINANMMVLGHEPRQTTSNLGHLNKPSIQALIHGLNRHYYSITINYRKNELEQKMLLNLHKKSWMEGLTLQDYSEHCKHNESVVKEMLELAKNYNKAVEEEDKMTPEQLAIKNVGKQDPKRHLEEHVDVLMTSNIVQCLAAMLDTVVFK
MT1-MMP act inh: blocks activation of human MT1-MMP. P50281. HT1080 RFP-PRO-GFP cells, GFP/RFP ratio fluorescence, overnight; percent of plate control window, DMSO zero. GFP/RFP ratio change, % at 20 µM. 0.061% of 360,000 active. AID 651647;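 active = GFP/RFP ratio change of at least 30% with cell ATP level not reduced by more than half and red fluorescence within 50% of control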; note: strong numbers were not always called active
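Assay system – RFP-PRO-GFP reporter HT1080 cells · Compound dosing – single dose of 20 µM compound, 1% DMSO final · Incubation – overnight compound exposure at 37 °C · Measure – GFP/RFP fluorescence ratio · Benchmarks – DMSO wells and RFP-L50D-GFP cells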
NadD block: inhibitors of Staphylococcus aureus NadD. 0.78% of 360,000 active. purified NadD enzyme, colorimetric absorbance read-out. inhibition, % at 20 µM. AID 602399; in the data active = inhibition above about 26%; note: some compounds past the cut are filed as inactive
CSN deneddyl inh: inhibitors of human CSN-mediated cullin deneddylation. Q92905. AID 651999. 0.38% of 360,000 active. inhibition, % at 12.5 µM. Purified CSN, SCF-Nedd8-OG deneddylation, fluorescence polarization;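 active = pattern-corrected inhibition above about 35%, with an unprinted fluorescence ratio check between 0.5 and 1.5, limit read from the data, passing the limit was not always enough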;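 note: 0% = enzyme with substrate and 100% = substrate without enzyme; some results filed as inactive read as strong as hits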
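test system = HEK293T-derived human Csn5 enzyme | amount = 0.24 nM Csn5 enzyme, final concentration | medium = Tris/NaCl/DTT buffer, pH 7.5 | schedule = 90 min reaction at room temperature | signal = FP | evaluation = inhibition of Csn5 cleavage, % | compound dosing = single dose of 12.5 µM compound with 0.25% DMSO | probe or stimulus = 10 nM SCFSkp2-Nedd8OG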
* = called active by the depositor.

Preview:
`CC(C)OC(=O)N(C)C[C@@H]1OCc2cnnn2CCCC(=O)N([C@H](C)CO)C[C@H]1C` gave Neddyl block inactive, SKN-1 block -10.5, FAS TE block -1.7, Rin1 Abl inh 3.1, PABP1 MLLE inh -0.1, Rpn11 block inactive, MT1-MMP act inh 2.2, NadD block 1.7 and CSN deneddyl inh -1.7.
Screening CC(C)(C)c1ccc(/C=N/n2cnnc2)cc1 returned Neddyl block inactive, SKN-1 block -4.2, FAS TE block -4.3, Rin1 Abl inh -3.0, PABP1 MLLE inh 8.3, Rpn11 block inactive, MT1-MMP act inh 0.6, NadD block -4.3 and CSN deneddyl inh 6.4.

The whole of this part, from the start:
`CC(C)OC(=O)N(C)C[C@@H]1OCc2cnnn2CCCC(=O)N([C@H](C)CO)C[C@H]1C` gave Neddyl block inactive, SKN-1 block -10.5, FAS TE block -1.7, Rin1 Abl inh 3.1, PABP1 MLLE inh -0.1, Rpn11 block inactive, MT1-MMP act inh 2.2, NadD block 1.7 and CSN deneddyl inh -1.7.
Screening CC(C)(C)c1ccc(/C=N/n2cnnc2)cc1 returned Neddyl block inactive, SKN-1 block -4.2, FAS TE block -4.3, Rin1 Abl inh -3.0, PABP1 MLLE inh 8.3, Rpn11 block inactive, MT1-MMP act inh 0.6, NadD block -4.3 and CSN deneddyl inh 6.4.
For O=C(O)CNCC1COc2ccccc2O1 (stereo not drawn) the results were Neddyl block inactive, SKN-1 block 17.9, FAS TE block -4.5, Rin1 Abl inh 5.0, PABP1 MLLE inh -10.8, Rpn11 block inactive, MT1-MMP act inh 1.2, NadD block -0.3 and CSN deneddyl inh 1.1.
`O=P1(O)C=C(c2ccccc2)NC(c2ccccc2)=C1` gave Neddyl block inactive, SKN-1 block 8.4, FAS TE block -7.3, Rin1 Abl inh -5.6, PABP1 MLLE inh 8.3, Rpn11 block inactive, MT1-MMP act inh -0.4, NadD block -0.5 and CSN deneddyl inh 5.2.
`COc1ccc2[nH]c(=O)c(CNc3cc(C)ccc3C)cc2c1` gave Neddyl block inactive, SKN-1 block 10.2, FAS TE block -0.5, Rin1 Abl inh -5.8, PABP1 MLLE inh -8.5, Rpn11 block inactive, MT1-MMP act inh -6.1, NadD block 4.6 and CSN deneddyl inh 4.0.
O=C(CSc1nnc2ccc(-c3ccccn3)nn12)NCC1CCCO1 (stereo not drawn) was read as Neddyl block inactive, SKN-1 block -6.7, FAS TE block -3.9, Rin1 Abl inh -3.2, PABP1 MLLE inh 5.7, Rpn11 block inactive, MT1-MMP act inh 3.0, NadD block -6.8 and CSN deneddyl inh -3.8.
CCCCc1nnc(NC(=O)CN2C(=O)NC3(CCCCC3)C2=O)s1 was read as Neddyl block inactive, SKN-1 block 7.1, FAS TE block -0.6, Rin1 Abl inh -1.6, PABP1 MLLE inh 8.1, Rpn11 block inactive, MT1-MMP act inh 0.6, NadD block 2.4 and CSN deneddyl inh -1.9.
`CN(C)S(=O)(=O)c1ccc(C(=O)NNc2nc(-c3ccccc3)c3cc(Br)ccc3n2)cc1` gave Neddyl block inactive, SKN-1 block 7.9, FAS TE block 30.5, Rin1 Abl inh -1.6, PABP1 MLLE inh -11.0, Rpn11 block inactive, MT1-MMP act inh -2.5, NadD block 27.3 and CSN deneddyl inh -5.5.
For CCOC(=O)CCCNC(=O)COC(=O)c1cccc(F)c1 the results were Neddyl block inactive, SKN-1 block 2.1, FAS TE block -0.6, Rin1 Abl inh 4.4, PABP1 MLLE inh 7.7, Rpn11 block inactive, MT1-MMP act inh 7.1, NadD block -1.0 and CSN deneddyl inh 0.7.
COC(=O)C1=C(C)NC(C)=C(C(=O)OC(C)C)C1c1cccc2nonc12 (stereo not drawn) was read as Neddyl block inactive, SKN-1 block -4.0, FAS TE block 7.6, Rin1 Abl inh -1.1, PABP1 MLLE inh -4.4, Rpn11 block inactive, MT1-MMP act inh -2.6, NadD block -7.3 and CSN deneddyl inh 0.9.
CN(C)Cc1csc(Nc2ccc(C(=O)c3ccccc3)cc2)n1 was read as Neddyl block inactive, SKN-1 block 12.0, FAS TE block -5.8, Rin1 Abl inh -8.5, PABP1 MLLE inh -2.1, Rpn11 block inactive, MT1-MMP act inh -1.6, NadD block 2.0 and CSN deneddyl inh -1.9.
Screening O=C(Nc1ccccc1)c1cc2c(=O)c3ccccc3oc2nc1C(F)(F)F returned Neddyl block inactive, SKN-1 block 9.6, FAS TE block -5.4, Rin1 Abl inh -1.5, PABP1 MLLE inh 6.9, Rpn11 block inactive, MT1-MMP act inh 4.5, NadD block 3.1 and CSN deneddyl inh 2.9.
O=C(c1ccccc1)N1CCN(S(=O)(=O)c2cccs2)CC1 was read as Neddyl block inactive, SKN-1 block -5.5, FAS TE block -5.3, Rin1 Abl inh 1.2, PABP1 MLLE inh 4.1, Rpn11 block inactive, MT1-MMP act inh -1.0, NadD block -4.6 and CSN deneddyl inh -5.3.
`CSc1ccccc1NC(=O)C1CC(c2ccccc2O)=NO1` (stereo not drawn) gave Neddyl block inactive, SKN-1 block 10.8, FAS TE block 10.4, Rin1 Abl inh -1.9, PABP1 MLLE inh 3.4, Rpn11 block inactive, MT1-MMP act inh 3.1, NadD block -1.8 and CSN deneddyl inh 0.2.
`O=C(COC(=O)Cc1ccc(S(=O)(=O)N2CCOCC2)s1)Nc1ccccc1Cl` gave Neddyl block inactive, SKN-1 block 9.0, FAS TE block -3.3, Rin1 Abl inh 1.2, PABP1 MLLE inh -4.3, Rpn11 block inactive, MT1-MMP act inh -2.2, NadD block 1.3 and CSN deneddyl inh -0.2.
Screening Cc1cc(C(=O)N2CCN(c3ccccc3)CC2)c(C)o1 returned Neddyl block inactive, SKN-1 block -23.0, FAS TE block -9.6, Rin1 Abl inh 1.8, PABP1 MLLE inh -3.2, Rpn11 block inactive, NadD block 0.7 and CSN deneddyl inh -2.3.
Nc1nonc1C(=O)N1CCCC1 was read as Neddyl block inactive, SKN-1 block 1.4, FAS TE block -14.3, Rin1 Abl inh -1.4, PABP1 MLLE inh 9.3, Rpn11 block inactive, MT1-MMP act inh -10.8, NadD block 6.6 and CSN deneddyl inh -3.7.
COc1ccc(OC)c(C2CC(=O)N3CN(c4ccccc4F)CSC3=C2C#N)c1 (stereo not drawn) was read as Neddyl block inactive, SKN-1 block 4.1, FAS TE block 0.4, Rin1 Abl inh 0.5, PABP1 MLLE inh -1.9, Rpn11 block inactive, MT1-MMP act inh 0.6, NadD block 3.8 and CSN deneddyl inh 5.2.
For Cc1ccc(/C=C2\Sc3ccccc3C2=O)s1 the results were Neddyl block inactive, SKN-1 block 18.5, FAS TE block 5.2, Rin1 Abl inh 0.5, PABP1 MLLE inh -47.4, Rpn11 block inactive, MT1-MMP act inh 23.8, NadD block -5.7 and CSN deneddyl inh -2.0.
CC1(c2ccc3noc(-c4ccc(F)cc4)c3c2)OCCO1 was read as Neddyl block inactive, SKN-1 block -2.6, FAS TE block -5.7, Rin1 Abl inh -0.6, PABP1 MLLE inh 67.7*, Rpn11 block inactive, MT1-MMP act inh -14.2, NadD block 0.6 and CSN deneddyl inh -7.5.
`COc1ccc(-c2cc(C(=O)N(C)CC(=O)Nc3ccccc3Br)c3ccccc3n2)cc1OC` gave Neddyl block active, SKN-1 block 25.7, FAS TE block 10.2, Rin1 Abl inh 2.2, PABP1 MLLE inh -7.8, Rpn11 block inactive, MT1-MMP act inh -8.3, NadD block 5.5 and CSN deneddyl inh 2.2.
`Cc1cc(C)cc(N(CC(=O)NCC2CCCO2)S(=O)(=O)c2c(C)noc2C)c1` (stereo not drawn) gave Neddyl block inactive, SKN-1 block 2.9, FAS TE block -4.1, Rin1 Abl inh 0.0, PABP1 MLLE inh 14.6, Rpn11 block inactive, MT1-MMP act inh 0.2, NadD block -4.3 and CSN deneddyl inh -5.8.
`Cc1ccc(-n2c3c(cc(C(=O)NC4CCSC4=O)c2=O)C(=O)CCC3)cc1` (stereo not drawn) gave Neddyl block inactive, SKN-1 block -11.9, FAS TE block -0.3, Rin1 Abl inh 3.4, PABP1 MLLE inh -0.9, Rpn11 block inactive, MT1-MMP act inh -1.9, NadD block 1.8 and CSN deneddyl inh 6.0.
For CCCCc1c(C)[nH]c2nc3ccccc3n2c1=O the results were SKN-1 block -1.6, FAS TE block -2.8, Rin1 Abl inh 1.4, PABP1 MLLE inh -0.3, Rpn11 block inactive, MT1-MMP act inh 1.3, NadD block -4.9 and CSN deneddyl inh 3.9.
Screening CCC(Sc1nc(-c2ccccc2)c(C#N)c(=O)[nH]1)C(=O)Nc1cc(C)on1 (stereo not drawn) returned Neddyl block inactive, SKN-1 block 13.3, FAS TE block 0.3, Rin1 Abl inh -24.0, PABP1 MLLE inh 24.8, Rpn11 block inactive, MT1-MMP act inh 3.1, NadD block -2.5 and CSN deneddyl inh 10.5.
Screening COc1ccc(CNC(=O)C[C@H]2C(=O)N(Cc3ccc(OC)cc3)C[C@@H]2Cc2ccccc2)cc1 returned Neddyl block inactive, SKN-1 block -10.2, FAS TE block 9.0, Rin1 Abl inh 3.7, PABP1 MLLE inh -7.6, Rpn11 block inactive, MT1-MMP act inh 1.8, NadD block -2.1 and CSN deneddyl inh -3.6.
For CCSC1=NCCN1C(=O)C(C)(C)Oc1ccc(Cl)cc1 the results were Neddyl block inactive, SKN-1 block 7.4, FAS TE block 2.7, Rin1 Abl inh -3.8, PABP1 MLLE inh -3.3, Rpn11 block inactive, MT1-MMP act inh -1.3, NadD block -5.7 and CSN deneddyl inh -3.9.
For CCOC(=O)C1C(=O)CC(=O)C(C(=O)OCC)C1c1ccc(O)cc1 (stereo not drawn) the results were Neddyl block inactive, SKN-1 block -14.9, FAS TE block -5.1, Rin1 Abl inh -3.8, PABP1 MLLE inh -13.2, Rpn11 block inactive, MT1-MMP act inh -3.8, NadD block -6.2 and CSN deneddyl inh -4.5.
`O=C(CNc1ccc(Cl)cc1)NNC(=S)NCc1ccccc1` gave Neddyl block inactive, SKN-1 block -4.8, FAS TE block 4.3, Rin1 Abl inh -8.0, PABP1 MLLE inh -56.4, Rpn11 block inactive, MT1-MMP act inh 2.0, NadD block -4.0 and CSN deneddyl inh -4.9.
`COC(=O)c1ccc2c(c1)C(C)(C)C(/C=C/c1ccccc1O)=[N+]2C` gave SKN-1 block 87.0, FAS TE block -8.4, Rin1 Abl inh -4.3, PABP1 MLLE inh -173.8, MT1-MMP act inh 92.9, NadD block 20.7 and CSN deneddyl inh 43.8*.
`COc1ccc([C@H]2C[C@H](O)[C@@H](n3cc(COC(=O)c4ccccc4)nn3)CN2C(=O)C2CCCCC2)cc1` gave Neddyl block inactive, SKN-1 block 26.5, FAS TE block 9.2, Rin1 Abl inh -0.9, PABP1 MLLE inh -3.6, Rpn11 block inactive, MT1-MMP act inh 5.2, NadD block 2.7 and CSN deneddyl inh 0.6.
Screening CCN(CC(=O)NCc1ccc(Cl)cc1)C(=O)CSc1cccc(C(F)(F)F)c1 returned Neddyl block inactive, SKN-1 block -9.4, FAS TE block 19.2, Rin1 Abl inh 3.6, PABP1 MLLE inh 1.5, Rpn11 block inactive, MT1-MMP act inh -2.9, NadD block -6.4 and CSN deneddyl inh 6.1.
For Cc1ccc(Nc2n[nH]c(C)c2[N+](=O)[O-])c(C)c1 the results were Neddyl block inactive, SKN-1 block 4.5, FAS TE block -1.0, Rin1 Abl inh 1.2, PABP1 MLLE inh 6.7, Rpn11 block inactive, MT1-MMP act inh -0.4, NadD block -2.8 and CSN deneddyl inh 1.6.
